Pol iota inh = inhibitors of human DNA polymerase iota; Pol iota fluorescent replication assay, 10 min; Potency, µM (series often up to 115 µM), inactives show at the highest dose activity, negative = inhibition, actives largely listed as inhibitors; AID 588590; Q9UNA4; 390,000 compounds, 1% hits; note: potency is the fitted concentration of half-maximal effect
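Fluorescent replication assay read twice, at 0 min and 10 min after adding 50 nM (final) substrate. Enzyme (10 nM) and compounds were first incubated 15 min at room temperature; enzyme-free buffer wells were negative controls.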
Pol kappa inh = blocks human DNA polymerase kappa activity | purified Pol kappa, fluorescent DNA synthesis assay, 10 min | Potency, µM (highest dose often 107 µM), without a hit: at the highest dose activity, negative = inhibition, usual class: inhibitors | 400,000 compounds, 0.53% hits | AID 588579; note: potency is the fitted concentration of half-maximal effect; % is set by controls: 0 for no effect and ±100 for the full control effect
Target sequence (Q9UBT6 whole entry, looked up): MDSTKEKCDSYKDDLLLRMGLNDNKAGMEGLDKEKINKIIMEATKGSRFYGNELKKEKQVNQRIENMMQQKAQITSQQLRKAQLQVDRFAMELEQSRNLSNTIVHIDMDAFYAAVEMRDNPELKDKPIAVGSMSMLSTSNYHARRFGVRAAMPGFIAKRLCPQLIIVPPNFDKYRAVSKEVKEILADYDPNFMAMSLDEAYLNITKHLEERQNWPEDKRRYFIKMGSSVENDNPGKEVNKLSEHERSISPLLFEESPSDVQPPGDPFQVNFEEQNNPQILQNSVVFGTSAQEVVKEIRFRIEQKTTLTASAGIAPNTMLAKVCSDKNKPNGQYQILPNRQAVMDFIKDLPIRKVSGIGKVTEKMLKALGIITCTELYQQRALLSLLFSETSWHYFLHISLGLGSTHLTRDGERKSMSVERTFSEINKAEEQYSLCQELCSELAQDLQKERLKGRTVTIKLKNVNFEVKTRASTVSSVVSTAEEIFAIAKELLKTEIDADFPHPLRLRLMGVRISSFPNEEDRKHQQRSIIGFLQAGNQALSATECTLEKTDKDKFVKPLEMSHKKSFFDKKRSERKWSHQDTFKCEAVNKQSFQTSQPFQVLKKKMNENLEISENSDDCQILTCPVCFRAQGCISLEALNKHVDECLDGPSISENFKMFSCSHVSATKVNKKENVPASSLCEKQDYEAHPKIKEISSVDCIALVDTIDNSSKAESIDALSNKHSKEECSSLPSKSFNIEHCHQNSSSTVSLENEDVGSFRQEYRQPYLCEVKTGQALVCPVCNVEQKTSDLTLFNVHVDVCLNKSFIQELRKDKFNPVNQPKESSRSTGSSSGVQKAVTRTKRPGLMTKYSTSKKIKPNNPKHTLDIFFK
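Here, compound and 10 nM enzyme are combined for 15 min at room temperature; adding 50 nM substrate (final) starts DNA synthesis, tracked by fluorescence at 0 and 10 min against buffer-only wells.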
POLB inh = inhibitors of human DNA polymerase beta. P06746. Pol beta primer extension/strand displacement, fluorescence kinetic. Potency, µM (highest dose often 114 µM), for inactives: top-dose activity change, negative = inhibition, hits mostly inhibitors. 340,000 compounds, 1.3% hits. AID 485314; note: potency is the fitted concentration of half-maximal effect; % is set by controls: 0 for no effect and ±100 for the full control effect
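Pol beta (10 nM) was preincubated with compound for 15 min at room temperature. The reaction was then started with 50 nM substrate and read immediately and after a further 10 min at room temperature.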
TRHR agonist = agonists of human TRH receptor; TRHR cells, calcium flux fluo-8, FDSS agonist mode; activation, % at 2 µM; 360,000 compounds, 0.18% hits; P34981; in the data active = activation above about 30%; note: 0% is about no effect
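TRHR-expressing cells, plated overnight in medium with 10% serum, were loaded with fluo-8 calcium dye at room temperature. After a 10 s baseline, library compound was pin-added and calcium release was recorded kinetically (ex 480/em 530) as agonist response.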
BLM inh = Bloom syndrome helicase (human) inhibition; P54132; recombinant BLM DNA unwinding, fluorescence dequenching; Potency, µM (doses to about 56.1 µM), for the others: at the highest dose activity change, negative = inhibition, actives largely listed as inhibitors; 350,000 compounds, 0.2% hits;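 note: potency is the fitted concentration of half-maximal effect; plate controls were vehicle for no effect and no enzyme for full effect; nearly all actives have a fitted effect of over 35% in size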
APE1 inh = APE1 (human) endonuclease inhibition. P27695. recombinant APE1, TAMRA/BHQ-2 abasic DNA cleavage fluorescence. Potency, µM (top dose mostly 65.8 µM), without a hit: top-dose activity change, negative = inhibition, hits mostly inhibitors. 350,000 compounds, 0.35% hits. AID 2517;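 note: potency is the fitted concentration of half-maximal effect; plate controls were vehicle for no effect and reference inhibitor for full effect; nearly all actives have a fitted effect of over 55% in size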
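Readout is kinetic fluorescence (ex 525, em 598 nm) from cleavage of 50 nM TAMRA/BHQ-2 THF abasic duplex by 0.75 nM APE1, compound added 15 min beforehand at RT.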
Anesthetic bind = binds horse apoferritin like a general anesthetic; Potency, µM (top dose mostly 77.5 µM), without a hit: top-dose activity change, negative = displacement, actives largely listed as inhibitors; apoferritin/1-aminoanthracene competitive binding, fluorescence; AID 485281; P02791; 350,000 compounds, 0.074% hits; note: potency is the fitted concentration of half-maximal effect; % is set by controls: 0 for no effect and ±100 for the full control effect; nearly all actives have a fitted effect of over 20% in size
Target sequence (P02791 2-175 limits assumed): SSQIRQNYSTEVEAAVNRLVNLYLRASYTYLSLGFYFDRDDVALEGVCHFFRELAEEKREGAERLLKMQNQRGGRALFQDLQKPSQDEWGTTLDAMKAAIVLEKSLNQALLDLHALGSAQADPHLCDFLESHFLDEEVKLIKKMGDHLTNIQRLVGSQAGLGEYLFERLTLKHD
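Steps: apoferritin (10 uM) was premixed with half-saturated 1-AMA in PBS, compounds were pin-transferred, plates stood 10 min at room temperature, fluorescence was read at 380/535 nm, and curves were fitted with a Hill equation.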
ERG Ets-DNA blk = inhibitors of human ERG Ets domain-DNA interaction; 370,000 compounds, 0.028% hits; fluorescence polarization, His-ERG Ets domain / labelled DNA; AID 624246; Potency, µM (titrated, usually from 76.9 µM), without a hit: at the highest dose FP activity, negative = inhibition, actives largely listed as inhibitors; active = well fitted inhibition curve with a large enough effect in the polarisation, with a control signal flat; inconclusive = small, poorly fitted or top-dose-only effect, or effect the other way, or a change in a side signal; inactive = no such curve, though single readings can be large or run the other way; the % refers to the polarisation;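 note: polarization taken with two DNA probes labelled with fluorescein and Texas red; potency is the fitted concentration of half-maximal effect; % of control where 0% means no effect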
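His-tagged ERG Ets domain (1 uM in the protein solution; 300mM KCl, 50mM Tris-HCl, 1mM EDTA, 1mM DTT, pH 7.5) received compound, then a probe mix of 5 nM fluorescein-DNA and 100nM Texas-615-DNA. Fluorescence polarization was read for both dyes.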
12-LOX inh = blocks human arachidonate 12S-lipoxygenase; P18054; Potency, µM (titrated, usually from 108 µM), inactives show top-dose activity change, negative = inhibition, hits mostly inhibitors; purified 12hLO, xylenol orange hydroperoxide absorbance; AID 1671190; 580,000 compounds, 1.1% hits; note: potency is the fitted concentration of half-maximal effect; % is set by controls: 0 for no effect and ±100 for the full control effect
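Purified human 12hLO at 150 nM in 25 mM Hepes, 0.01% Triton X-100, pH 7.0, preincubated 15 min at room temperature with compound. Reaction started with 40 uM arachidonic acid, 30 min at room temperature. Hydroperoxide measured by Fe-xylenol orange, 573/405 nm absorbance ratio.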
Starred values were filed as active, the others as inactive; i = inactive; ? = inconclusive; . = not tested or not shown; & = joins results of further samples; [ ] = another dose, or the depositor's remark. Unless noted, calls come from the whole dose curve; as a rule, active = well fitted curve in the direction sought with a large enough effect; inconclusive = small, poorly fitted or top-dose-only effect, or another doubt; inactive = no such curve, though single readings can be large; an effect the other way counts as inactive or inconclusive. This is a subset; count on the stated rates, not on these rows.

mol,Pol iota inh,Pol kappa inh,POLB inh,TRHR agonist,BLM inh,APE1 inh,Anesthetic bind,ERG Ets-DNA blk,12-LOX inh
C[C@@H]1COC(=O)[C@@H](CC(=O)OC(C)(C)C)C/C=C\C[C@H](CC(=O)NCCO)C(=O)N1,33%[activator],5%,.,.,.,1%,.,-3%,?
CC(=O)Nc1ccc2c(c1)N(C(=O)CN(C)C)c1ccccc1CC2,90%[activator],-2%,5%,1.3,0%,?,3%,.,-23%
CCCc1noc2c1C(c1ccoc1)C(C#N)=C(N)N2 (configuration not stated),-7%,-7%,15%,-0.8,-5%,-4%,-13%,4%,-14%
CC(=O)c1cccc(S(=O)(=O)N2CCN(c3nc4cc(C)cc(C)c4cc3C#N)CC2)c1,40%[activator],-4%,23%,3.1,-4%,6%,-11%,4%,0%
CCC(C(=O)NC(C)(C)C)N(Cc1cccs1)C(=O)CNS(=O)(=O)c1ccccc1 (configuration not stated),36%[activator],-4%,-12%,0.0,-2%,2%,4%,3%,1%
COc1ccc(NC(=O)CCOc2ccccc2F)cc1S(=O)(=O)N1CCCCC1,1%,-14%,.,.,.,4%,.,-7%,?
Nc1nonc1C(=O)N/N=C/c1cc2c(cc1[N+](=O)[O-])OCO2,?,?,-15%,-0.7,-3%,43%[activator],12%,-7%,-35%
CC(=O)c1cccc(NC(=O)CN2C(=O)CCc3cc(S(=O)(=O)N4CCCCC4)ccc32)c1,-24%,-2%[60.1 µM],22%,3.4,-3%,.,-2%,7%,-26%
CN(CCC#N)C(=O)CC1(Cc2ccccc2)CCOC(C)(C)C1 (configuration not stated),45%[activator],-1%,18%,-0.6,2%,-2%,3%,4%,0%
CC1CCN(C(=O)COC(=O)c2ccc(N3CCCC3=O)cc2)CC1,26%,-13%,.,1.5,.,6%,.,-16%,16%
COC(=O)c1ccc(NC(=O)CSc2ncc3c(n2)-c2cc(Cl)ccc2N(Cc2ccccc2)S3(=O)=O)cc1,7%,-13%,-21%,0.7,-5%,.,-1%,9%,-21%
CC(C)=NOCc1ccc(-c2cn([C@@H]3COC[C@H]3O)nn2)cc1,.,.,4%,-0.3,-3%,?,6%,.,.
Cc1n[nH]c(=O)c2c(NC(=O)CSc3nncs3)oc(C)c12,25%,-16%,.,0.2,.,-1%,.,5%,-1%
Cc1c(Cl)cccc1NC(=S)NCCc1ccc(F)cc1,66%[activator],-3%,-14%,0.2,0%,-5%,-10%,-11%,?
CCC[C@@H]1CCCO[C@@](C(=O)NCc2ccccn2)(C(F)(F)F)C1,-1%&16%,-5%&-3%,.,.,2%,0%,-12%,-2%,3%
C=C1CCN(C(Cc2ccccc2)C(=O)NCc2ccccc2)S(=O)(=O)c2ccccc21 (configuration not stated),-9%,-5%,.,.,-7%,-14%,34%[activator],.,.
COCCN(CC1CCCN(C2Cc3ccccc3C2)C1)C(=O)c1cccc(C)c1 (configuration not stated),46%[activator],2%,0%,-0.2,-3%,22%,-14%,-4%,16%
COc1ccc(C(CC(=O)Nc2nccs2)n2cccc2)cc1 (configuration not stated),?,-13%,14%,0.0,-4%,-2%,3%,14%,?
COc1ccccc1-c1cc(NCc2cnc(C)cn2)ncn1,.,7%[60.1 µM],.,.,-3%,3%,.,.,5.6µM*
CCc1nnc(NC(=O)CSc2nccn2Cc2ccc(Cl)cc2)s1,-7%,-7%[60.1 µM],1%,0.3,-9%,.,?,0%,5%
O=C(NC(O)C(=O)c1cccs1)c1cccnc1 (configuration not stated),9%,-6%,31%,0.4,-4%,12%,-7%,6%,0%
CC(C)COc1cccc(C(=O)N(C)CC(=O)Nc2cccc3ccccc23)c1,42%[activator],-9%,.,.,.,-1%,.,-1%,?
CCCS(=O)(=O)c1ncc(Cl)c(C(=O)Nc2c(C(=O)Nc3ccccc3)oc3ccccc23)n1,?,-1%,3%,0.2,-25%,.,-2%,-1%,5%&-9%
O=S(=O)(NCC(c1ccco1)N1CCc2ccccc21)c1ccccc1 (configuration not stated),-1%,-13%,.,-0.1,.,-19%,.,-1%,?
COc1ccccc1CCNC(=O)C(=O)NCC1OCCN1S(=O)(=O)c1ccccc1 (configuration not stated),17%,-3%,6%,-0.8,0%,31%,-19%,-1%,0%
Nc1c(C(=O)NC2CCCC2)c2nc3ccccc3nc2n1/N=C/c1ccco1,27%,-8%,-1%,0.4,-4%,4%,9%,3%,.
CCOC(=O)C1CCCN(S(=O)(=O)c2cc3[nH]c(=O)c(=O)[nH]c3cc2C)C1 (configuration not stated),27%,20%,19%,0.1,1%,24%,-14%,5%,352%[activator]
COc1ccc(CCn2nnnc2CN2CCN(C(=O)c3ccco3)CC2)cc1OC,84%[activator],0%,-4%,1.2,-4%,0%,-6%,-5%,-2%
NNC(=O)C(Cc1c[nH]c2ccccc12)NC(=O)c1ccccc1 (configuration not stated),-20%,-12%,6%,-1.2,1%,-2%,-11%,-7%,i
O=C(C1CCCN(Cc2ccc3c(c2)OCO3)C1)N1CCCC1 (configuration not stated),14%,-8%,-4%,0.8,2%,-1%,-2%,-8%,?
Cc1ccc(S(=O)(=O)N2CCCN(C(=O)CNC(=O)c3cccc(C)c3)CC2)cc1,15%,7%,.,-0.9,.,8%,.,2%,-20%
O=C(NNc1ccccc1)C(CCO)C(=O)NNc1ccccc1,-28%,-3%,10%,4.5,-3%,31%[activator],-2%,-10%,?
CCNc1ncc2nc(-c3ccccc3)c(=O)n(-c3ccc(OC)cc3)c2n1,.,-15%[60.1 µM],.,.,-3%,-3%,.,.,0%
Cc1ccc(C)c(N2CCN(Cc3nnc(-c4ccccc4)o3)CC2)c1,21%,-15%,2%,-0.9,-3%,.,-2%,-2%,-20%
CN(C(=O)c1cccc(NC(=O)Cc2cccc(NC(=O)C3CCN(C(=O)C4CCC4)CC3)c2)c1)C1CCC1,-25%,-4%,.,.,.,.,.,4%,-1%
CC(C)C1COS(=O)(=O)NC1CC(=O)SC(C)(C)C (configuration not stated),21%,11%,1%,0.2,-2%,25%,-18%,5%,-3%
COc1ccc(Nc2nc3ccc(Cl)cc3n3nnnc23)cc1OC,13%,0%,3%,1.4,-6%,.,-2%,-1%,-19%
Cc1ccc(S(=O)(=O)n2nc(C)c(C#N)c2N)cc1,-4%,-4%,1%,1.4,-2%,-2%,3%,-7%,-17%
CCOC(=O)C1CCN(C(c2ccccn2)c2c(C)[nH]c3ccccc23)CC1 (configuration not stated),-1%,-1%,-13%,0.4,-15%,15%,-2%,-2%,?
CCC(CC)C(=O)Nc1cccc(-c2nc3ccccc3s2)c1,27%,6%,-15%,1.0,-4%,.,-23%,-1%,-24%
Cc1cc(NC2C3CC4CC(C3)CC2C4)n2nnnc2n1 (configuration not stated),19%,3%,12%,-0.1,-2%,7%,-20%,10%,-3%
CC(NC(=O)c1ccc(F)cc1)c1nc2ccccc2n1Cc1ccccc1F (configuration not stated),-6%,-10%,2%,-0.6,-3%,-6%,-14%,-8%,24%
Cc1ccccc1CC1(CO)CCCN(Cc2nc(-c3cccs3)oc2C)C1 (configuration not stated),-2%,-4%,-29%,0.4,-3%,2%,?,3%,-4%
COc1ccccc1NC(=O)Cn1cncc1-c1ccc([N+](=O)[O-])cc1,?,-2%,1%,-0.2,-24%,-4%,-19%,-2%,?
Cc1ccc(OCc2nnc(N)s2)cc1C,-27%[58.9 µM],-1%,-18%,0.1,-3%,-1%,-11%,-2%,220%[activator]
COC(=O)Cc1c(O)ccn(Cc2cccc3ccccc23)c1=O,0%,3%,52%,0.5,2%,-1%,-8%,12%,0%
O=C(NCc1ccccc1Cl)C(=O)c1c[nH]c2ccccc12,-12%,-4%[60.1 µM],?,0.3,-9%,-1%,?,9%,0%
Nc1ccnc(C(F)(F)F)c1C(=O)c1ccccc1,3%,-9%,23%,0.1,2%,-1%,-11%,3%,-5%
O=Cc1c(NCCN2CCOCC2)c2ccccc2[nH]c1=O,20%,-2%,6%,0.3,1%,6%,-1%,-17%,?
CCn1c(SCC(=O)Nc2ccc3[nH]c(=O)[nH]c3c2)nnc1-c1ccccc1,-3%,-6%,3%,0.1,-9%,-2%,-5%,5%,-6%

(more compounds)
mol,Pol iota inh,Pol kappa inh,POLB inh,TRHR agonist,BLM inh,APE1 inh,Anesthetic bind,ERG Ets-DNA blk,12-LOX inh
Cc1cccc(NC(=O)CSc2nc(C)c(Cc3ccccc3)c(=O)[nH]2)c1C,30%,-3%,-1%&8%,-0.8&0.1,-3%&-2%,-2%,0%&5%,0%,-26%
O=C(O)c1ccc(S(=O)(=O)c2ccc3c(c2)C(=O)N(c2ccc(O)cc2)C3=O)cc1,62%[activator],-6%,-1%,-0.4,-4%,-5%,-11%,-22%,1%
COc1ccc(NC(=O)C(=O)N/N=C/c2cc(C)n(-c3cccc(Cl)c3Cl)c2C)c(OC)c1,8%,-14%,7%,-0.9,-19%,0%,-16%,.,21%
CCOC(=O)c1cc(NC(=O)N(C(C)C)C2CCCCC2)c(C)nc1C,-25%,-3%,30%,0.3,-4%,-3%,-10%,1%,0%
CCCCSCCCNC(=O)c1ccc2c(c1)N(CC)C(=O)c1ccccc1S2=O (configuration not stated),-11%,12%,0%,-0.4,-7%,26%,-22%,-9%,-21%
CCOc1ccc2c(C)nc(NC3=NC(C)(C)C=C(C)N3)nc2c1,4%,7%,-1%,0.3,69%[activator],7%,-19%,7%,?
Cc1ccc(/C=C2\SC(=S)N(c3cccnc3)C2=O)cc1,-3%,3%,0%,0.9,-2%,-2%,-9%,10%,-24%
